# Assay outcomes (PubChem)
# ERa coact inh: blocks coactivator binding to human estrogen receptor alpha; actives 1.7% (n = 86,000); TR-FRET ER-alpha LBD / SRC-1 peptide, estradiol-bound; P03372; AID 629; inhibition, % at 25.6 µM; in the data active = inhibition above about 50%;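 note: 0% = receptor plus peptide control and 100% = peptide only without receptor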
# Target sequence (P03372 whole entry, looked up, the tested form may be a part): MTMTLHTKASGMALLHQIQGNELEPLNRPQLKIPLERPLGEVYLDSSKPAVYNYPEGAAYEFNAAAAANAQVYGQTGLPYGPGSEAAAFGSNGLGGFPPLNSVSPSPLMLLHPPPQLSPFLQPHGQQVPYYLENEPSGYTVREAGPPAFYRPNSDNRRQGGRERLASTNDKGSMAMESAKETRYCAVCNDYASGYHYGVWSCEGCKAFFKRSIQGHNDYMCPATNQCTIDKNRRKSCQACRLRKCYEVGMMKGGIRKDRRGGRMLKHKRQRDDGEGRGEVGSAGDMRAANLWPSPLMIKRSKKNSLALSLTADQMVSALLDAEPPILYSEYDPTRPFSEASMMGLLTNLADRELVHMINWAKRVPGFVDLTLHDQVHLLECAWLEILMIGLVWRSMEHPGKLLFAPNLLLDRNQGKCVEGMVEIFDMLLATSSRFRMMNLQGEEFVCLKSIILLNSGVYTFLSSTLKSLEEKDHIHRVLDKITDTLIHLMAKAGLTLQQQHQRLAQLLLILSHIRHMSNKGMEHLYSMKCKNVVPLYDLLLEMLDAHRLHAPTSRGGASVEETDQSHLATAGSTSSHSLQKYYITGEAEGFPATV
# CYP2C19 inh: inhibitors of human CYP2C19 | P33261 | actives 21% (n = 96,000) | CYP2C19 Supersomes, luciferin-H EGE luminescence, 30 min | inhibition, % at 5 µM;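 active = CYP2C19 inhibition above a set limit at 5 µM in the primary screen, cut at about 50% in these data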;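 note: plate controls were negative control wells for no effect and 2.5 mM tranylcypromine positive control for full effect; values of inactives mirror those of a sister screen read the other way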
# Target sequence (P33261 whole entry, looked up): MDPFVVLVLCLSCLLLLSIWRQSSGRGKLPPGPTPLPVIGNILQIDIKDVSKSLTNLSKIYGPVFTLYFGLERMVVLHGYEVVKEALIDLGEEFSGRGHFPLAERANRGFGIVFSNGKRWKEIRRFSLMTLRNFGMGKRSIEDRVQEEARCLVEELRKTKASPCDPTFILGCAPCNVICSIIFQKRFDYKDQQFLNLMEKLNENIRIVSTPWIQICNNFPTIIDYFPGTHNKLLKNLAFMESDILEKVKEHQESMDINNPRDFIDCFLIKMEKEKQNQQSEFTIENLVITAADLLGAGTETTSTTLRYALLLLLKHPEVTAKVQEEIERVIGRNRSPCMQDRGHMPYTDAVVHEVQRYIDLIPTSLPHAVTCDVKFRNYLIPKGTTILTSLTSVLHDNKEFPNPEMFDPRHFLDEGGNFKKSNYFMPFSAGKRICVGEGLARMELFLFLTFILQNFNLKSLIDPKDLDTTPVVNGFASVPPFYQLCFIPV
# CD11b adhes enh: increases human CD11b/CD18 adhesion to fibrinogen; activation, % at 10 µM; P05107+P11215; K562 CD11b/CD18 adhesion to fibrinogen, ATPlite luminescence; actives 0.07% (n = 93,000);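 active = 10 µM primary screen giving 50% or more activity, confirmed by 40% or more on retest at that dose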; note: strong numbers were not always called active
# CYP2C19 activ: increases human CYP2C19 enzyme activity | P33261 | recombinant CYP2C19, luciferin-H EGE luminescence; stronger effect = higher value; 0 = fully inhibited enzyme, 1 = untreated enzyme | activation factor at 5 µM | 96,000 tested, under 10 active | AID 1025;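 active = activation factor of at least 2 at 5 µM in the primary screen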;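 note: 0 = wells with 2.5 mM tranylcypromine and 1 = vehicle-only wells; values of inactives mirror those of a sister screen read the other way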
# Lung fibro prol: blocks proliferation of human lung fibroblasts. LL 47 human lung fibroblast viability, ATP luminescence; stronger effect = lower value. actives 1.1% (n = 85,000). viability, % at 10 µM;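 active = viability at or below 50% in the single dose screen; inactive = viability above 50%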;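 note: compound exposure lasted 72 h before the ATP readout; 100% = median luminescence of untreated cell-only wells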
#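 Test system: LL 47 human lung fibroblasts; Quantity: 1,150 cells/well; Buffer or medium: IMEM plus 15% FBS; Dosing: tenfold compound dosing solution, DMSO at 0.1%; Timing: overnight cell rest, 72 h compound treatment at 37 °C; Detection: ATP-based CellTiter-Glo luminescent readout; Read-out basis: viability percentage against median untreated-cell control; Controls: cell-only wells, no compound.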
# ERa SRC1 pot: ER-alpha (human) coactivator binding potentiation | P03372 | TR-FRET ERalpha-LBD/SRC-Cy5 coactivator binding, 2 h; 100 = basal binding, no effect | coactivator binding (% of control), % at 25.6 µM | actives 1.3% (n = 86,000) | AID 639; in the data active = activity above about 200%;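 note: binding measured in presence of low estradiol as agonist stimulus; 0% = peptide alone without receptor and 100% = receptor with peptide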
# CD11b adhes inh: CD11b/CD18-fibrinogen binding inhibition. actives 0.54% (n = 93,000). P05107+P11215. K562 CD11b/CD18 adhesion to fibrinogen, ATPlite luminescence; Mn2+ added to activate the integrin. inhibition, % at 10 µM;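 active = primary inhibition of 50% or more at 10 µM, then 40% or more on retest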; note: some results filed as inactive read as strong as hits
# H69AR inhibit: blocks growth of human H69AR lung tumor cells; actives 6% (n = 85,000); H69AR lung tumor viability, ATP luminescence, 72 h; stronger effect = lower value; viability, % at 10 µM;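 active = viability at or below 40%; inactive = viability above 40%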;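 note: multidrug resistant small cell line overexpressing MRP-1 efflux transporter; 100% = mean luminescence of untreated control wells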
# HUVEC inhibit: inhibitors of human endothelial cell proliferation | viability, % at 10 µM (by protocol) | HUVEC proliferation, CellTiter-Glo luminescence, 72 h; stronger effect = lower value | actives 1.1% (n = 86,000);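 active = viability at or below 30%; inactive = viability above 30%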;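 note: 100% = median luminescence of DMSO-only cell control wells on each plate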
# Numbers without * were called inactive; nt = not tested or not shown; [ ] = another dose, or the depositor's remark.
smiles,CYP2C19 activ,CD11b adhes enh,CD11b adhes inh,CYP2C19 inh,ERa coact inh,Lung fibro prol,H69AR inhibit,HUVEC inhibit,ERa SRC1 pot
Cc1cc(NC(=O)c2cccc(S(=O)(=O)N3CCCCCC3)c2)no1,0.8,-2,-28,15,2[fluorescence artefact?],97,76,93,98
O=C(Nc1ccc2c(c1)oc1ccccc12)c1ccc2c(c1)OCO2,0.9,18,-12,11,7,94,82,85,152
CCN(CC)S(=O)(=O)c1ccc2c(c1)c(=O)c(C(=O)N1CCc3ccccc3C1)cn2C,1.1,-6,10,-7,2,nt,89,99,102
O=C(NCc1ccccc1)C(Cc1ccccc1)NS(=O)(=O)c1cccc2nsnc12 (stereo not drawn),0.9,0,3,14,-1,103,101,98,87
CCN(Cc1ccccc1)S(=O)(=O)c1ccc2oc(C(=O)O)c(C)c2c1,1,-4,11,2,-41,101,92,89,102
CCCC(=O)NCc1ccc2c(c1)cc(C)n2C,1,nt,nt,-5,-52[fluorescence artefact?],105,104,101,84[fluorescence artefact?]
CO/N=C(/CS(=O)(=O)Cc1ccccc1Cl)c1ccc(Cl)cc1Cl,0.5,5,-2,52*,nt,nt,nt,nt,nt
CN(C)S(=O)(=O)c1cccc(C(=O)Nc2ccc(Cl)cn2)c1,1.1,-1,27,-11,-1,97,87,95,99
Cc1c(C(=O)NCCSCc2ccc(Cl)cc2Cl)cccc1[N+](=O)[O-],1,-4,12,-2,nt,nt,nt,nt,nt
COc1ccc(C)cc1-n1nnnc1SCC(=O)Nc1cc(C)on1,nt,nt,nt,nt,7[fluorescence artefact?],103,102,92,115
Cc1nc2ccccc2c(=O)n1NCc1cc(Br)cs1,0.6,4,-7,42,1,112,94,106,114
Cc1cc(NC(=O)COc2ccccc2)n(-c2ccccc2)n1,0.7,-1,-2,30,2,106,98,95,107
CC1CCC(NC(=O)Nc2cccs2)CC1 (stereo not drawn),0.5,-2,-14,45,-3,107,99,98,101
COc1ccc(NC(=O)C(C)N(c2ccc(C)cc2)S(C)(=O)=O)c(OC)c1 (stereo not drawn),0.1,0,-4,90*,0,99,88,102,116
CCOc1ccccc1CNC(=O)c1cc2occc2n1C,0.5,0,-2,50,-12[fluorescence artefact?],96,100,93,88
CCc1ccc(OCC(=O)N/N=C2\CC(=O)c3ccccc32)cc1,0.2,0,2,82*,nt,nt,nt,nt,nt
COc1cc(C(=O)Nc2cccc(-c3nc4cc(C)ccc4o3)c2)cc(OC)c1OC,nt,nt,nt,nt,72*[fluorescence artefact?],94,28*,57,252*[fluorescence artefact?]
O=C(c1ccccc1)N(Cc1ccco1)C1CCS(=O)(=O)C1 (stereo not drawn),0.9,nt,nt,14,-9,94,95,92,116
Cc1cc(C)cc(NS(=O)(=O)c2ccc(NC(=S)NC(=O)c3ccc(Br)o3)cc2)c1,0.7,11,32,27,nt,nt,nt,nt,nt
CCCCC(=O)NCCc1ccc(S(N)(=O)=O)cc1,1.1,nt,nt,-13,-3,102,102,107,100
Cc1nn(CC(=O)NCCc2ccccc2)c(=O)c2ccccc12,0.5,-2,-7,46,0,98,104,97,96
CCCCOC(=O)c1ccc(NC(=O)CSCc2n[nH]c(=O)[nH]2)cc1,0.8,4,-11,21,-3[fluorescence artefact?],97,83,85,99
COc1ccc(CN=C(C)c2c(C(F)(F)F)[nH]n(-c3nc4ccccc4s3)c2=O)cc1,0.9,1,4,12,38,101,13*,22*,176
Nc1nc(-c2ccc(Cl)cc2)cc(C(F)(F)F)n1,0.7,5,-8,34,0,100,101,104,102
O=C(Nc1nnc(C2CC2)o1)c1ccc(S(=O)(=O)N2CCCc3ccccc32)cc1,0.9,0,-10,6,-5,71,18*,62,106
Brc1ccc(-c2nnc(-c3cccnc3)c3conc23)cc1,nt,nt,nt,nt,69*,95,79,96,82
CCOC(=O)C(C#N)c1ccccn1 (stereo not drawn),1,0,1,-1,-6,105,93,92,103
COc1cc(C)c(N(C(C)=O)c2ccccc2)c(C)c1,0.4,5,6,61*,0,95,86,99,119
C/C(CC(O)(/C=N/O)c1ccccc1)=N\O (stereo not drawn),1.1,10,1,-13,1,92,98,97,103
COc1ccc(-n2cnc3cc(NC(=O)c4ccco4)ccc32)cc1,0.8,3,4,20,-8,92,55,99,88
Cc1ccc(S(=O)(=O)Cc2ccc(C(=O)N3CCc4ccccc4C3)o2)cc1,0.1,6,6,92*,78*[fluorescence artefact?],101,78,107,50[fluorescence artefact?]
O=C(NC1CCCCC1)c1ccccc1NC(=O)C1CC1,nt,nt,nt,nt,-3,100,92,100,101
COc1ccc(-c2nnc3sc(CCN4C(=O)c5ccccc5C4=O)nn23)cc1,0.8,0,-11,22,-2,95,88,89,107
Cc1nc2c(-c3ccc(F)cc3)c(C)nn2c(C)c1CCC(=O)N1CCOCC1,0.5,0,-5,51*,nt,nt,nt,nt,nt
CCOC(=O)c1ncn2c1C(=O)OC2(C)C,0.9,1,-12,12,22,96,nt,100,114
Cc1cc(C(=O)CN2C(=O)c3ccccc3C2=O)c(C)n1C1CC1,1,nt,nt,0,1[fluorescence artefact?],101,91,92,122[fluorescence artefact?]
CCCCCN=C(C)c1c(O)c2ccccc2oc1=O,0.1,1,17,88*,5,128,77,103,110
O=C(CSc1nnc(CNc2ccc(Cl)cc2)n1Cc1ccccc1)NCc1ccco1,1,1,23,-4,-5,95,97,94,115
CCCCOc1ccc(Cl)cc1CSc1nncn1N,0.1,-4,-6,87*,27[fluorescence artefact?],96,94,91,106
COCCCNC(c1ccccc1)c1ccncc1 (stereo not drawn),0.1,2,1,86*,-11,92,96,93,118[fluorescence artefact?]
CN(C)c1nc(-c2ccccc2)cc(C(F)(F)F)c1C#N,1.2,8,3,-16,nt,nt,nt,nt,nt
COC(=O)c1nc(NC(=O)c2ccccc2Cl)n[nH]1,1.1,1,21,-6,nt,nt,nt,nt,nt
CCOC(=O)Cc1nnc(Nc2ccc(C)cc2)c2ccccc12,nt,nt,nt,nt,-3,100,84,104,108
COc1ccc(NC(=O)CSc2nc3ncccc3[nH]2)cc1OC,0.9,-2,0,8,2,92,90,89,106
COc1ccc2c(c1)OC1(C)CC2C(C(=O)c2ccccc2OC)C(=O)N1 (stereo not drawn),nt,nt,nt,nt,4,97,33*,98,77
CSc1oc(-c2ccco2)nc1S(=O)(=O)c1ccc(F)cc1,nt,nt,nt,nt,19,92,119,96,83
CCOC(=O)Cc1csc(SCC(=O)Nc2cc(Cl)ccc2Oc2ccccc2)n1,0.1,-3,74,91*,-4,97,59,102,99
Cn1c(C(=O)N2CCN(c3ccc(F)cc3)CC2)cc2c(=O)n(C)c3ccccc3c21,nt,nt,nt,nt,-5,82,43,84,107
CC(=O)N1CCN(c2ccccc2NC(=O)c2cc(Br)ccc2Cl)CC1,0.6,27,-32,36,3,95,75,87,65
COCCCn1c(CCC(=O)O)ccc1-c1ccc(F)cc1,0,10,6,97*,-9,102,91,105,103
COc1cc(OC)cc(C(=O)NC2=NCCS2)c1,1,1,-9,-4,2,93,91,81,115
CSC1=C(C#N)C(c2cccs2)CC(=O)N1C (stereo not drawn),0.8,-5,9,23,-2,103,90,95,102
Cc1ccc(OC(=S)Nc2ccc(F)cc2)cc1,nt,nt,nt,nt,-3,95,87,99,108
Cc1c(NC(=O)c2ccccc2NS(=O)(=O)c2ccc(F)cc2)c(=O)n(-c2ccccc2)n1C,0.8,-6,-7,25,3[fluorescence artefact?],102,101,96,116
COc1ccc(CNCCNC(=O)c2ccco2)c(OC)c1OC,1,-4,-10,5,2[fluorescence artefact?],98,86,97,121[fluorescence artefact?]
CC(C)CC(=O)Nc1ccc2oc(-c3cccnc3)nc2c1,0.6,0,1,36,7[fluorescence artefact?],112,93,103,126
COC(=O)c1c(NC(=O)c2ccc(Br)o2)sc(C)c1C,0.9,-3,-6,6,0,101,72,87,157
CCC(=O)c1ccc(OCCn2cncn2)cc1,0.5,-5,3,52*,0,103,99,98,103
Cc1ccc(C)c(CSc2nnc([C@@H](N)C(C)C)o2)c1,0,-1,1,100*,5,105,90,95,100
c1ccc(-c2ncc(CSc3nncn3-c3ccccc3)s2)cc1,0.4,-1,-10,59*,1,108,92,112,96

# Following part:
smiles,CYP2C19 activ,CD11b adhes enh,CD11b adhes inh,CYP2C19 inh,ERa coact inh,Lung fibro prol,H69AR inhibit,HUVEC inhibit,ERa SRC1 pot
c1ccc(NC(=NCc2ccco2)c2ccccc2)cc1,0.9,-6,-2,8,-3,97,94,100,95
CCCn1c(=N)n(CC(=O)O)c2ccccc21,nt,nt,nt,nt,-11,nt,99,102,100
c1ccc(Cc2nn3c(C4COc5ccccc5O4)nnc3s2)cc1 (stereo not drawn),0.5,4,-28,54*,-5,89,85,88,99[fluorescence artefact?]
CCOc1ccc(/C(O)=C2/C(=O)C(=O)N(CCN(C)C)C2c2ccccc2)cc1Cl (stereo not drawn),nt,1,11,nt,1,103,88,85,95
O=C(CC1Nc2ccccc2NC1=O)Nc1ccccc1 (stereo not drawn),1,81,-8,3,nt,nt,nt,nt,nt
CCOc1ccc(OCC)c(NS(=O)(=O)c2cccc3nsnc23)c1,0.8,1,9,24,-1,98,92,110,106
CCOC(=O)c1sc(NC(=O)CSc2nc3c(cc2C#N)CCCCC3)c(C#N)c1C,1.1,4,7,-12,nt,nt,nt,nt,nt
CCCCOc1ccc(/C=N/NC(=O)c2csc(C)c2C)cc1,0.3,-6,19,65*,nt,nt,nt,nt,nt

# An excerpt from above in order of molecular weight, high to low:
smiles,CYP2C19 activ,CD11b adhes enh,CD11b adhes inh,CYP2C19 inh,ERa coact inh,Lung fibro prol,H69AR inhibit,HUVEC inhibit,ERa SRC1 pot
CCOC(=O)c1sc(NC(=O)CSc2nc3c(cc2C#N)CCCCC3)c(C#N)c1C,1.1,4,7,-12,nt,nt,nt,nt,nt
CCOc1ccc(/C(O)=C2/C(=O)C(=O)N(CCN(C)C)C2c2ccccc2)cc1Cl (stereo not drawn),nt,1,11,nt,1,103,88,85,95
c1ccc(Cc2nn3c(C4COc5ccccc5O4)nnc3s2)cc1 (stereo not drawn),0.5,4,-28,54*,-5,89,85,88,99[fluorescence artefact?]
CCCn1c(=N)n(CC(=O)O)c2ccccc21,nt,nt,nt,nt,-11,nt,99,102,100

# Whole records from above. Order of values: CYP2C19 activ, CD11b adhes enh, CD11b adhes inh, CYP2C19 inh, ERa coact inh, Lung fibro prol, H69AR inhibit, HUVEC inhibit, ERa SRC1 pot
# `CCCCOc1ccc(/C=N/NC(=O)c2csc(C)c2C)cc1` as listed: 0.3, -6, 19, 65*, nt, nt, nt, nt, nt
# `CCCn1c(=N)n(CC(=O)O)c2ccccc21` as listed: nt, nt, nt, nt, -11, nt, 99, 102, 100
# `CCOc1ccc(/C(O)=C2/C(=O)C(=O)N(CCN(C)C)C2c2ccccc2)cc1Cl` (stereo not drawn) as listed: nt, 1, 11, nt, 1, 103, 88, 85, 95
# `CCOc1ccc(OCC)c(NS(=O)(=O)c2cccc3nsnc23)c1` as listed: 0.8, 1, 9, 24, -1, 98, 92, 110, 106

# Rows were taken by chance (roughly 26% active in at least one column).
